From PubChem BioAssay
M4 PAM: human M4 muscarinic receptor positive allosteric modulators, primary screen, CHO-K1 cells, Fluo-8 calcium fluorescence; Muscarinic acetylcholine receptor M4 (Homo sapiens), P08173; CHO-K1 hM4/Gqi5, ACh EC20; 0% = ACh EC20, 100% = maximal ACh; activation, % at 3 µM; actives 0.4% (n = 360,000);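 active means activation above its plate's cutoff, the mean activation of sample wells plus 3 SD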; further: some results filed as inactive read as strong as hits
Target sequence (P08173 whole entry, looked up): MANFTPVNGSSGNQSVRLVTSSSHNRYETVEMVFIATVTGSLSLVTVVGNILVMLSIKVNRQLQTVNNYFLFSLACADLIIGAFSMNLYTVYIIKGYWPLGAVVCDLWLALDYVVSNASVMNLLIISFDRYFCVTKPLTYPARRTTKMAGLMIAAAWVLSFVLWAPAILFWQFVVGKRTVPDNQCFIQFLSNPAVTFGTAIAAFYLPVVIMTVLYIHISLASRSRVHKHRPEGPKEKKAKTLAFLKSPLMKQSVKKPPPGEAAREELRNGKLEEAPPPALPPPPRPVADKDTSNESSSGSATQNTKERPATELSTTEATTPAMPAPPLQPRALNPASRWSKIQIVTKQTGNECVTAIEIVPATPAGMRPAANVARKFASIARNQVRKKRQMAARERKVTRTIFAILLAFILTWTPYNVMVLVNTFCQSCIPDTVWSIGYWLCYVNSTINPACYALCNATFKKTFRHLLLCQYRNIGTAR
CHRM5 agonist: human M5 muscarinic receptor agonists, primary screen, CHO-K1 cells, Fluo-8 calcium fluorescence | Muscarinic acetylcholine receptor M5 (Homo sapiens), P08912 | CHO-K1 hM5 cells; 0% DMSO wells, 100% maximal acetylcholine response | activation, % at 3 µM | actives 0.19% (n = 360,000);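 active means activation above the run's mean over test compounds plus 3 SD, cut at about 23% in these data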;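 further: signal is peak over basal fluorescence ratio across the kinetic read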
Target sequence (P08912 whole entry, looked up): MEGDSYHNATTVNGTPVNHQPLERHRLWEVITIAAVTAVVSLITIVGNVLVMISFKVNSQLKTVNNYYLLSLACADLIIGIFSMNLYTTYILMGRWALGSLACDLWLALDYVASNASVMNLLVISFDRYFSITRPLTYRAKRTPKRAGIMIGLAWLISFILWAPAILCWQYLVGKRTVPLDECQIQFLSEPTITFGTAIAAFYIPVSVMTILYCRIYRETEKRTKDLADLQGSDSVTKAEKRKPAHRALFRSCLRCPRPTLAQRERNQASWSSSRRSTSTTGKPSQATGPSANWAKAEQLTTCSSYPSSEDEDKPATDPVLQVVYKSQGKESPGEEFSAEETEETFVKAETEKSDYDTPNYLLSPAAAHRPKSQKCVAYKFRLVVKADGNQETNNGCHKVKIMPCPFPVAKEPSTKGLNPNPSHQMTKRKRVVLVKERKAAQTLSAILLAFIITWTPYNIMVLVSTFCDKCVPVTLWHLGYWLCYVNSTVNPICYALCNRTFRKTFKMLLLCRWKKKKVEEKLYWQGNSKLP
CHRM4 agonist: human M4 muscarinic receptor agonists, primary screen, CHO-K1 cells, Fluo-8 calcium fluorescence. Muscarinic acetylcholine receptor M4 (Homo sapiens), P08173. CHO-K1 hM4/Gqi5; vehicle 0%, full acetylcholine response 100%. activation, % at 3 µM. actives 0.14% (n = 360,000). AID 624127, 2012;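 active means activation above the run mean over all test wells plus 3 SD, cut at about 32% in these data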;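 further: peak over basal fluorescence ratio per well then scaled between controls; 0% = DMSO wells and 100% = acetylcholine at EC100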
CRFBP-R2 block: antagonists of CRF-BP/CRF-R2 complex, primary screen, cell-based, HEK293, calcium dye fluorescence, uHTS | actives 0.59% (n = 350,000) | inhibition, % at 11.8 µM | AID 588475, 2011 | CRF-induced calcium fluorescence;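 active means inhibition of the ligand-induced calcium signal above about 50% at the single tested concentration, limit read from the data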
CHRM5 antagonist: human M5 muscarinic receptor antagonists, primary screen, CHO cells, Fluo-8 calcium fluorescence | Muscarinic acetylcholine receptor M5 (Homo sapiens), P08912 | CHO-hM5 cells, ACh EC80 | inhibition, % at 3 µM | actives 0.59% (n = 360,000) | AID 624040, 2012;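 active means inhibition above a per-plate cutoff, the mean of that plate's test compounds plus 3 SD, cut at about 27% in these data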;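 further: 0% = acetylcholine EC80 with DMSO and 100% = DMSO without agonist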
M5 PAM: human M5 muscarinic receptor positive allosteric modulators, primary screen, CHO-K1 cells, Fluo-8 calcium fluorescence. Muscarinic acetylcholine receptor M5 (Homo sapiens), P08912. CHO-K1 hM5, ACh EC20 PAM; 0% = ACh EC20, 100% = ACh EC100. activation, % at 3 µM. actives 0.3% (n = 360,000). AID 624038, 2012;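 active means activation above the run cutoff, the mean activation of all test compounds plus 3 SD, cut at about 18% in these data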
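Assay system: CHO-K1 hM5 cells. Also added: acetylcholine at EC20 concentration, added after compound. Dosing: 3 µM, single dose. Times: compound preincubation 140 s before EC20 acetylcholine addition. Signal: Fluo-8 calcium fluorescence. Measure: % activation relative to EC20 and EC100 ACh responses. Repeats: singlicate, one well per test compound.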
IDE cell inh: human IDE inhibitors in live cells, primary screen, fluorescence polarization, HEK cells, FAbetaB substrate | inhibition, % at 5.59 µM | Insulin-degrading enzyme (Homo sapiens), P14735 | actives 0.41% (n = 320,000) | FAbetaB cleavage;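 active means percent inhibition above the average of all tested compounds plus 3 SD, set per screening campaign, cut at about 16% in these data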;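 further: IDE supplied by intact live HEK cells; FP after avidin binding of uncleaved biotin substrate so inhibition keeps polarization high; 0% = DMSO wells and 100% = 60 µM reference IDE inhibitor Ii1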
CRFBP-R2 agonist: agonists of CRF-BP/CRF-R2 complex, primary screen, cell-based, HEK293, calcium dye fluorescence, uHTS | calcium dye fluorescence (FLIPR); percent of saturating CRF peptide response | activation, % at 13.2 µM | actives 0.46% (n = 350,000);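 active means activation of at least 50%, plus an integration ratio under a set limit after plate pattern correction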;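 further: plate controls were neutral control wells without compound for no effect and CRF at EC100 for full effect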
M4 antag: human M4 muscarinic receptor antagonists, primary screen, CHO cells, Fluo-8 calcium fluorescence | inhibition, % at 3 µM | CHO-hM4 cells, ACh EC80 | AID 624125, 2012 | Muscarinic acetylcholine receptor M4 (Homo sapiens), P08173 | actives 0.73% (n = 360,000);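 active means inhibition above its plate's cutoff, the mean inhibition of sample wells plus 3 SD, cut at about 27% in these data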;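 further: 0% = acetylcholine EC80 with DMSO and 100% = DMSO without agonist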
Numbers without * were called inactive; . = not tested or not shown.

SMILES	M4 PAM	CHRM5 agonist	CHRM4 agonist	CRFBP-R2 block	CHRM5 antagonist	M5 PAM	IDE cell inh	CRFBP-R2 agonist	M4 antag
Cc1cccc(C)c1OCc1cc(C(=O)N(Cc2c(C)nn(C)c2C)C2CC2)no1	-10	3	14	15	4	-15	3	-0.7	5
COc1ccc(CCC(=O)Nc2cnc3ccccc3c2)cc1	-4	-3	4	-1	15	-4	8	0.8	2
CC1=C(C(=O)OCC(C)C)C2(O)C(=O)c3ccccc3C2(O)N1 (configuration not stated)	-1	1	0	-13	2	2	-3	0.1	10
CCCn1c(NC(=O)c2ccc([N+](=O)[O-])o2)nc2ccccc21	-3	-5	4	-11	4	-9	1	0.1	-5
CC(C)(C)NC(=O)COc1coc(CN2CCN(C(=O)c3ccco3)CC2)cc1=O	0	1	0	1	3	1	2	0.8	-1
O=C(O)CN1C(=O)c2ccc(Oc3ccc([N+](=O)[O-])cc3)cc2C1=O	0	0	0	14	-2	2	0	0.1	-2
CC(C)(C)C(=O)NC(=S)N1CCCC1	1	0	1	-12	7	-5	-1	0.1	0
CC(C)O/C(=N/S(=O)(=O)c1ccc(Cl)cc1)c1ccccc1	-3	1	1	1	3	4	.	-1.2	-13
C=CC[C@@H](CC(=O)NCCO)C(=O)NC[C@H](OC(=O)[C@@H](CC=C)CC(=O)OC(C)(C)C)c1ccccc1	4	3	9	-2	-1	1	-2	-2.4	-11
O=C(OCCNC(=O)c1ccc2ccccc2n1)c1cccnc1	1	1	3	11	3	-5	0	-0.9	-10
O=C(NCc1cccnc1)c1cccc(S(=O)(=O)N2CCOCC2)c1	12	4	1	-2	3	31*	-5	3.4	9
COc1ccc(CN(CC(=O)NCc2ccc(F)cc2)C(=O)CCC(=O)Nc2cc(C)ccn2)cc1	-2	-2	3	6	1	4	-3	-1.3	-7
CSC(C1CCCC1)n1nnc2ccccc21 (configuration not stated)	-1	-4	0	-2	13	5	-1	0.2	-5
COc1ccc(NC(=S)Nc2ccc(OCc3ccccc3)cc2)cc1OC	7	-1	2	29	5	1	1	3.1	10
C=CCn1c(SCC(=O)NCCOC)nnc1-c1cc2c(s1)CCC(CC)C2 (configuration not stated)	0	-5	-1	-17	-1	3	6	-0.5	12
CCOc1ccc(CN(C)C(=O)c2ccc3ccccc3n2)cc1	-1	0	3	7	0	1	-2	-0.6	-13
Cc1ccn(CCC(=O)Nc2ccc(-c3ccno3)cc2)n1	-4	-2	2	6	1	-3	4	-0.5	5
CCOC(=O)N1CCN(C(=O)CSc2nnc(-c3ccc(C)c(C)c3)o2)CC1	3	2	0	-1	0	-4	0	-1.9	-12
Cc1noc(NS(=O)(=O)c2ccc(N)cc2)c1C	10	0	0	-29	-2	2	-1	0.4	-9
CCOC(=O)C(=CNc1cc(Cl)c(-c2ccco2)c(Cl)c1)C(=O)OCC	-2	-2	-1	-3	1	7	-2	3.4	-2
CCOC(=O)C1=C(C)NC(=O)NC1c1ccc2c(c1)OCCO2 (configuration not stated)	-8	-3	9	2	-2	-33	4	0.9	-5
COCCCNc1nc2nonc2nc1N1CCN2CCCC2C1 (configuration not stated)	-10	-20	0	5	3	2	2	-1.2	5
Cn1cc(C(=O)c2ccc(Cl)cc2Cl)cc1C(=O)N/N=C(\N)COc1ccc(Cl)cc1Cl	-2	0	3	2	8	-4	4	0.7	0
CN(C(=O)COC(=O)c1ccc(Cl)cc1N)C1CCCCC1	-10	2	17	9	8	-13	1	-0.7	-3
CS(=O)(=O)Nn1cnc2ccccc2c1=O	12	1	0	-14	-2	5	-6	0.1	-3
O=C(NCCc1c[nH]c2ccccc12)c1ccc(-n2cnnn2)cc1	-3	-3	7	3	-2	-8	2	-1.8	-2
Cc1ccc(NC(=S)Nc2cc(C(=O)O)ccc2N2CC3CC(C2)c2cccc(=O)n2C3)cc1C (configuration not stated)	7	4	1	-7	3	7	2	-2.2	-2
CCOC(=O)c1ccc(N=c2sc(C(=O)OC)cc(=O)n2Cc2ccco2)cc1	-5	-1	2	-3	2	-6	4	0.8	-5
CC(C)N(C(=O)COC(=O)[C@H](C)NC(N)=O)c1ccccc1	-4	-1	1	6	11	-4	-3	4.9	-4
O=C(Nc1cccc(O)c1)c1ccc(Br)c(S(=O)(=O)N2CCCCC2)c1	-9	1	13	-28	10	-17	6	1.0	-2
COc1cc(/C=C2\CCn3c2nc2cc(C(=O)O)ccc2c3=O)ccc1OC(F)F	15	-2	1	-18	2	-1	-1	-1.3	-9
CN(C)c1ccc(N=Cc2nc(-c3ccccc3)oc2OC(=O)c2cccc(Cl)c2)cc1	-3	0	1	-20	1	-3	1	3.1	4
Cc1ccc(/C=N/NC(=S)NC(C)C)o1	5	-6	0	9	-7	-3	-9	-0.7	-11
Cc1ccccc1S(=O)(=O)Nc1nc2ccccc2nc1Cl	-6	-2	0	29	12	-10	-4	2.1	2
COc1ccc(N(Cc2cc3ccccc3[nH]c2=O)S(C)(=O)=O)cc1	12	1	2	-6	3	-1	14	-0.8	6
Cc1cccc(-c2nc(CSCC(=O)N3CCN(c4ccccn4)CC3)c(C)o2)c1	-14	5	14	4	4	-14	1	-0.6	5
Cc1csc(=O)n1CCC(=O)OCC(=O)N(C)c1c(N)n(Cc2ccccc2)c(=O)[nH]c1=O	-2	0	2	-2	4	-2	.	-1.1	-6
COC(=O)c1ccc2[nH]c(C)cc(=O)c2c1	-18	-3	0	4	-2	1	5	-0.6	55*
CCOc1cc(NC(=S)NCCCOC)c(OCC)cc1NC(=O)c1ccco1	2	-2	1	14	-3	-5	1	-3.8	-16
Cc1cccc(NC(=O)CSCc2c(C)noc2C)c1C	10	-2	1	7	-1	3	5	-0.5	-3
Cc1ccccc1SCC(=O)OCC(=O)Nc1ccc(N(C)C)cc1	3	-5	2	4	7	5	3	-1.7	0
COC(=O)c1cc(=O)n(-c2ccc(C(F)(F)F)cc2)[nH]1	17	0	1	-5	-4	1	1	0.4	-10
CC(C)CC[C@@H](O)[C@](C)(O)C1CC[C@@]2(O)C3=CC(=O)[C@@H]4C[C@@H](O)[C@@H](O)C[C@]4(C)C3CC[C@]12C (some centres not stated)	7	1	1	3	14	-7	2	-0.6	6
COc1ccc(S(=O)(=O)N2CCN(c3ncccn3)CC2)cc1	-16	0	15	39	20	-16	-4	-1.1	-6
CC(C)NS(=O)(=O)c1ccc(NC(=O)C(C)OC(=O)CCC(=O)c2cccs2)cc1 (configuration not stated)	-8	11	10	-4	-4	0	2	-0.4	0
CCn1c(SCC(=O)c2ccc3c(c2)OCCO3)nnc1C(C)C	5	-4	2	-34	2	-16	-1	5.7	0
CC(C)(CNC(=O)c1ccc(Br)o1)N1CCOCC1	-2	-7	0	4	6	-3	.	1.3	-2
COC(CNC(=O)c1ccc(N2CCC3(CC2)OCCO3)c([N+](=O)[O-])c1)OC	6	0	1	9	2	-4	5	-0.9	-3
CNc1ccc(NC(C)=O)cc1[N+](=O)[O-]	8	-3	1	-4	7	-6	0	0.1	7
C#CCNC(=O)C[C@@H]1C[C@@]2(C(=O)OCC)CCCC=C2N(Cc2cccc3ccccc23)C1=O	4	-2	0	.	-5	1	.	.	-6
COC(=O)C1=C(N)Oc2c(oc(CO)cc2=O)C1c1ccc(F)cc1 (configuration not stated)	1	2	0	3	-2	1	0	1.3	6
O=C(O)CSc1ncnc2sc3c(c12)CCC3	3	1	0	-11	4	0	-4	1.8	2
CCOC(=O)N1CCN(C(C(=O)NC2CCCC2)c2cccc(OC)c2OC)CC1 (configuration not stated)	5	2	1	.	-11	1	.	.	-20
C[C@H]1CN([C@@H](C)CO)C(=O)c2cccc(NC(=O)C3CC3)c2O[C@H]1CN(C)Cc1ccncc1	3	0	0	-3	-7	7	0	-1.4	-6
Cc1ccc(NC(=O)CNNC(=O)c2cccc([N+](=O)[O-])c2)cc1[N+](=O)[O-]	6	0	2	5	25	4	5	-3.3	2
Cc1ccc(S(=O)CCNC(=O)Cc2ccc(Cl)cc2)cc1 (configuration not stated)	9	-3	1	7	-2	-4	2	-2.2	-4
CNC(=O)C1Cc2ccccc2CN1S(=O)(=O)c1cccs1 (configuration not stated)	-4	0	1	4	10	-2	4	-0.7	6
CS(=O)(=O)N(CC(=O)NCc1ccccn1)Cc1ccc(Cl)cc1	-1	-1	1	-6	-1	-1	1	-0.9	3
COC(=O)c1ccc(OCC(O)CN(CCO)CC(O)Cn2ccc3ccccc32)cc1 (configuration not stated)	-4	-2	14	-38	20	0	1	-1.2	-9
CCOc1ccc(S(=O)(=O)N2CCCC(C(=O)N3CCOCC3)C2)cc1Cl (configuration not stated)	-3	1	3	8	4	-8	1	-2.1	-7

A few values from the entries so far.
Cc1ccc(S(=O)CCNC(=O)Cc2ccc(Cl)cc2)cc1 (configuration not stated) in M5 PAM → -4
CCn1c(SCC(=O)c2ccc3c(c2)OCCO3)nnc1C(C)C in M5 PAM → -16

(next part)
SMILES	M4 PAM	CHRM5 agonist	CHRM4 agonist	CRFBP-R2 block	CHRM5 antagonist	M5 PAM	IDE cell inh	CRFBP-R2 agonist	M4 antag
CCOC(=O)c1c(NC(=O)CSc2nncs2)sc(C)c1C	7	3	1	-6	-3	4	1	-1.8	3
COc1cc(CCC(=O)Nc2ccc(C)c(S(=O)(=O)N3CCCCCC3)c2)cc(OC)c1OC	-9	5	15	-13	15	-35	-1	1.4	10
CCCCN(C(=O)NCCCCCCNC(=O)N(CCCC)C1CCS(=O)(=O)C1)C1CCS(=O)(=O)C1 (configuration not stated)	4	-7	1	1	9	2	-3	-0.2	-7
O=S1(=O)CCC(NC2CCCC2)C1 (configuration not stated)	-4	-2	0	3	14	-6	-1	-0.8	1
CN1/C(=C\C(=O)CSc2nnc(N)s2)C(C)(C)c2ccccc21	-7	1	5	9	4	-6	2	0.5	-2
Brc1ccc(-c2noc(C3CCCCC3)n2)cc1	0	-2	0	-30	2	-3	2	0.6	1
CC(C)NC(=O)c1ccccc1S(=O)c1ccccc1C#N (configuration not stated)	-3	0	1	-3	2	-2	7	0.6	-2
O=C(OCc1nnc(-c2ccccc2)o1)c1ccc2c(c1)OCCO2	3	2	3	36	-10	7	3	1.4	0
CCN(C(=O)CSc1cc(C)c2ccccc2n1)c1c(N)n(Cc2ccccc2)c(=O)[nH]c1=O	-7	-2	1	-2	6	-6	-4	1.0	0
COc1ccc(C(=O)Nc2ccc(S(=O)(=O)N3CCc4ccccc43)cc2)cc1	-27	2	18	-24	14	-13	2	8.9	42*
COc1cc(/C=C2\SC(=S)N(N3CCOCC3)C2=O)ccc1O	2	6	2	-12	8	6	19*	6.8	0

Rows were taken by chance. About 2.9% of those tested had a hit in this group.
